From PubChem
S1P2 antag: antagonists of human S1P2 receptor; O95136; cell-based S1P2 antagonist assay, inhibition at 5 uM; inhibition, % at 5 µM; 97,000 tested, 0.21% active; AID 736; in the data active = inhibition above about 45%;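 note: CRE beta-lactamase reporter cells expressing human S1P2 stimulated with S1P; 0% = agonist at EC80 alone and 100% = agonist plus reference antagonist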
CYP2C19 inh: inhibitors of human CYP2C19. P33261. CYP2C19 Supersomes, luciferin-H EGE luminescence, 30 min. inhibition, % at 5 µM. 96,000 tested, 21% active. AID 778;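 active = CYP2C19 inhibition above a set limit at 5 µM in the primary screen, cut at about 50% in these data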;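 note: plate controls were negative control wells for no effect and 2.5 mM tranylcypromine positive control for full effect; values of inactives mirror those of a sister screen read the other way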
Target sequence (P33261 whole entry, looked up): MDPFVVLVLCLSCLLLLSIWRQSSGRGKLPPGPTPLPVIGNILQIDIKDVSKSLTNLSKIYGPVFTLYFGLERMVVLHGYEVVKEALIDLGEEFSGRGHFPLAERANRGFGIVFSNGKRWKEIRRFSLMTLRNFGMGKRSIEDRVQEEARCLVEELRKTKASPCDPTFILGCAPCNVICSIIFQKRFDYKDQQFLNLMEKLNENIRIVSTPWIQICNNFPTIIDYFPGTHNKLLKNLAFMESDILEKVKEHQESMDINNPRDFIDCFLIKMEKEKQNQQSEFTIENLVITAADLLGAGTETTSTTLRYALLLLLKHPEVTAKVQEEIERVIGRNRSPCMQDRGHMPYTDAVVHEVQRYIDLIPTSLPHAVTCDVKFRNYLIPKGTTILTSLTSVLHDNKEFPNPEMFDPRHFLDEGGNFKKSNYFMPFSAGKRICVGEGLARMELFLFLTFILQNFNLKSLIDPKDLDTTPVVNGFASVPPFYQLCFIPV
PostGolgi yeast: growth inhibition of a yeast mutant, post-Golgi transport screen | inhibition, % at 10 µM | 98,000 tested, 0.9% active | post-Golgi transport phenotypic cell assay;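 note: yeast cells grown in 1536-well plates; yeast grown about 18 h at 30C before absorbance read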
PostGolgi ctrl: inhibits growth of the yeast control strain. efflux-deficient yeast background strain, growth absorbance A615, 16 h. inhibition, % at 10 µM. 98,000 tested, 5% active. AID 738
sEH inh: soluble epoxide hydrolase (human) inhibition; inhibition, % at 2 µM; 91,000 tested, 0.34% active; P34913; recombinant human sEH enzymatic activity assay; AID 707; in the data active = inhibition above about 80%; note: values of inactives mirror those of a sister screen read the other way; many of its hits are not listed in these tables
sEH activator: increases human soluble epoxide hydrolase activity; purified human sEH enzymatic activity, activator screen; activation, % at 2 µM; 91,000 tested, 0.04% active; AID 717; in the data active = activation above about 37%; note: values of inactives mirror those of a sister screen read the other way
hDAT+cocaine: modulates human dopamine transporter uptake under cocaine; LLC-PK1 hDAT cells, [14C]-dopamine uptake with cocaine IC80; actives deviate in either direction; B-score at 10 µM; 110,000 tested, 1.3% active; AID 449768;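 active = Z score or B-score, a plate-position-corrected score, falls beyond the plate's 99.7% confidence bounds, in either direction; inactive = both scores lie inside the 99.7% bounds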;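 note: scored against the spread of the other compound wells on the same plate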
Target sequence (Q01959 whole entry, looked up): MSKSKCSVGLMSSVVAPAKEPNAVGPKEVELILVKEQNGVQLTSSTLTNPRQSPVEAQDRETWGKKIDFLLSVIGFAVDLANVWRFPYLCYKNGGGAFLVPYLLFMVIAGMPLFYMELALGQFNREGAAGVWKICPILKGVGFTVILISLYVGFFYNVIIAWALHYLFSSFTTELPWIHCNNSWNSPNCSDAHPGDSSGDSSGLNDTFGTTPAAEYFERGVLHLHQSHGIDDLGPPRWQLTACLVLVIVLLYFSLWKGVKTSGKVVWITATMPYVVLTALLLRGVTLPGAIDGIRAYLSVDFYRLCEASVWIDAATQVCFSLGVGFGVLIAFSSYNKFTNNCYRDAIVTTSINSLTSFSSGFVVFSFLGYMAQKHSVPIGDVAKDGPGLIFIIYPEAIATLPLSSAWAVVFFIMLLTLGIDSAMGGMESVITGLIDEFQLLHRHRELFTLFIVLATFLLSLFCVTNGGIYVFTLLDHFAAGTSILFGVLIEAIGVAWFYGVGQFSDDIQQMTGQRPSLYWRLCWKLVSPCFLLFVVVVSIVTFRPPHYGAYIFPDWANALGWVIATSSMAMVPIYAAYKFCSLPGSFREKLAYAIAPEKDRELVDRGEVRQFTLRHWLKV
CYP2C19 activ: cytochrome P450 2C19 (human) activation. P33261. recombinant CYP2C19, luciferin-H EGE luminescence; stronger effect = higher value; 0 = fully inhibited enzyme, 1 = untreated enzyme. activation factor at 5 µM. 96,000 tested, under 10 active;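 active = activation factor of at least 2 at 5 µM in the primary screen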;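 note: 0 = wells with 2.5 mM tranylcypromine and 1 = vehicle-only wells; values of inactives mirror those of a sister screen read the other way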
S1P2 ag: activates the human S1P2 receptor; O95136; S1P2-expressing cell line, agonist reporter read-out; activation, % at 4.5 µM; 97,000 tested, 0.46% active; in the data active = activation above about 16%;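 note: 0% = vehicle low control and 100% = maximal reference agonist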
Starred values were filed as active, the others as inactive; . = no result given. Cut-off read from the data, not from the text of the source, unless noted: active = inhibition above about 30%; inactive = the rest.

Start of the listing, in advance, 7 compounds:
Below each SMILES – S1P2 antag	CYP2C19 inh	PostGolgi yeast	PostGolgi ctrl	sEH inh	sEH activator	hDAT+cocaine	CYP2C19 activ	S1P2 ag
Fc1ccc(Cn2c(SCc3ccc(F)c(F)c3)nnc2C(F)(F)F)cc1
→ 18	67*	7	22	10	-8	0.5	0.3	0
CCC(C(=O)NCc1ccc(F)cc1)N(Cc1ccco1)C(=O)c1snc(C(N)=O)c1N (centres undefined)
→ -7	58*	3	11	16	-15	4.3*	0.4	-5
Cc1ccc(CN2C(=O)C3CCCN3c3ccc(C#N)cc32)cc1 (centres undefined)
→ 0	7	4	11	-9	10	-1.2	0.9	0
CN(C)c1nc(SCc2ccccc2)nc(N2CCOCC2)n1
→ -35	33	-21	7	0	3	1	0.7	-6
COc1ccc(Cl)cc1NS(=O)(=O)c1cc(Cl)ccc1OC
→ 13	-6	-1	18	13	-14	0.48	1.1	-6
O=C1CC(=O)N(Cc2ccco2)C(=S)N1
→ -5	11	12	5	2	-1	-1.3	0.9	-4
CCN(CCCNC(=O)CCCN1C(=O)COc2ccc(C)cc21)c1cccc(C)c1
→ -5	50*	10	14	19	-18	2.3	0.5	-5

All compounds of this part, from the start:
Below each SMILES – S1P2 antag	CYP2C19 inh	PostGolgi yeast	PostGolgi ctrl	sEH inh	sEH activator	hDAT+cocaine	CYP2C19 activ	S1P2 ag
Fc1ccc(Cn2c(SCc3ccc(F)c(F)c3)nnc2C(F)(F)F)cc1
→ 18	67*	7	22	10	-8	0.5	0.3	0
CCC(C(=O)NCc1ccc(F)cc1)N(Cc1ccco1)C(=O)c1snc(C(N)=O)c1N (centres undefined)
→ -7	58*	3	11	16	-15	4.3*	0.4	-5
Cc1ccc(CN2C(=O)C3CCCN3c3ccc(C#N)cc32)cc1 (centres undefined)
→ 0	7	4	11	-9	10	-1.2	0.9	0
CN(C)c1nc(SCc2ccccc2)nc(N2CCOCC2)n1
→ -35	33	-21	7	0	3	1	0.7	-6
COc1ccc(Cl)cc1NS(=O)(=O)c1cc(Cl)ccc1OC
→ 13	-6	-1	18	13	-14	0.48	1.1	-6
O=C1CC(=O)N(Cc2ccco2)C(=S)N1
→ -5	11	12	5	2	-1	-1.3	0.9	-4
CCN(CCCNC(=O)CCCN1C(=O)COc2ccc(C)cc21)c1cccc(C)c1
→ -5	50*	10	14	19	-18	2.3	0.5	-5
CCOc1ccc(NC(=O)CCN2CCN(c3ccccc3OC)CC2)cc1
→ -6	6	-1	-4	-7	9	0.9	0.9	-2
CCn1c(-c2cccnc2Cl)nc2ccccc21
→ 10	32	-12	14	8	-5	0.52	0.7	-3
CCOC(=O)C(Cc1ccccc1)NC(=O)CNC(C)=O (centres undefined)
→ -8	-9	4	9	8	-8	1.1	1.1	-1

Part of the list above, with tabs.
mol	S1P2 antag	CYP2C19 inh	PostGolgi yeast	PostGolgi ctrl	sEH inh	sEH activator	hDAT+cocaine	CYP2C19 activ	S1P2 ag
O=C1CC(=O)N(Cc2ccco2)C(=S)N1	-5	11	12	5	2	-1	-1.3	0.9	-4
CCN(CCCNC(=O)CCCN1C(=O)COc2ccc(C)cc21)c1cccc(C)c1	-5	50*	10	14	19	-18	2.3	0.5	-5
CCOc1ccc(NC(=O)CCN2CCN(c3ccccc3OC)CC2)cc1	-6	6	-1	-4	-7	9	0.9	0.9	-2
CCn1c(-c2cccnc2Cl)nc2ccccc21	10	32	-12	14	8	-5	0.52	0.7	-3
CCOC(=O)C(Cc1ccccc1)NC(=O)CNC(C)=O (centres undefined)	-8	-9	4	9	8	-8	1.1	1.1	-1

Next entries:
Below each SMILES – S1P2 antag	CYP2C19 inh	PostGolgi yeast	PostGolgi ctrl	sEH inh	sEH activator	hDAT+cocaine	CYP2C19 activ	S1P2 ag
CCOc1ccc(NC(=O)N(CCC(C)C)C2CCN(C(C)=O)CC2)cc1
→ 31	6	15	-4	-1	1	-0.31	0.9	0
COc1ccc2c(c1OC)C(=O)N(c1cccc(C)c1)C2
→ 6	22	0	0	0	6	0.5	0.8	-1
COc1cc(C(=O)NCC2CCCO2)ccc1OCc1c(C)noc1C (centres undefined)
→ 1	6	27	-5	2	-3	-0.28	0.9	-6
COc1cccc(Sc2ccccc2CN(C)C)c1
→ -11	72*	-4	3	3	-1	0.00067	0.3	-8
COc1cc(/C=N\NC(=O)CNC(=O)c2cccc([N+](=O)[O-])c2)ccc1O
→ 17	23	2	-10	-5	7	0.48	0.8	-6
CCOc1ccc(OCC)c(NC(=O)C2CCN(S(=O)(=O)c3c(C)noc3C)CC2)c1
→ -19	54*	-8	17	13	-12	0.034	0.5	-2
O=C(c1cccs1)N1CCN(Cc2ccc3c(c2)OCO3)CC1
→ 23	57*	6	-1	-1	1	0.45	0.4	-3
COC(=O)c1cn(NC(=O)c2ccncc2)c(=O)c2ccccc12
→ .	37	-6	-2	.	.	0.08	0.6	.
COc1cccc(C(=O)O/N=C(\N)c2ccc([N+](=O)[O-])cc2)c1
→ 10	12	1	1	-21	22	-1.1	0.9	-2
COc1ccc(NC(=O)CN2CCN(c3ccc(Cl)cc3)CC2)c(OC)c1
→ 6	47	0	12	1	-1	0.013	0.5	-1

The list continues:
Below each SMILES – S1P2 antag	CYP2C19 inh	PostGolgi yeast	PostGolgi ctrl	sEH inh	sEH activator	hDAT+cocaine	CYP2C19 activ	S1P2 ag
Cc1ccc(-n2[nH]c(C)c(/C=N/n3c(C)nc4ccccc4c3=O)c2=O)cc1
→ 9	30	5	9	-10	15	0.037	0.7	-2
CCOc1ccc(S(=O)(=O)N2Cc3ccccc3CC2C(=O)NCCCn2ccnc2)cc1 (centres undefined)
→ 6	100*	-4	34*	-1	0	0.96	0	-1
CC(C)CC(=O)N/C(N)=N/c1nc2ccccc2s1
→ -11	37	7	14	2	-4	0.34	0.6	-8
Cc1sc2ncn(CC(=O)NCCN3CCOCC3)c(=O)c2c1S(=O)(=O)N1CCC(C)CC1
→ -10	-10	17	-3	-4	3	-1	1.1	-4
O=C1c2cccc3cccc(c23)C(=O)N1c1ccncc1
→ 3	.	.	.	11	-7	-0.45	.	-6
O=C(Nc1ccc(Cl)cc1)c1ccc(-n2cncn2)c([N+](=O)[O-])c1
→ 20	100*	-14	8	33	-34	0.23	0	-8
CC(=O)Nc1ccc2[nH]c(C)c(CC=C(Cl)Cl)c(=O)c2c1
→ -17	36	5	6	2	-2	1	0.6	-2
COc1ccc(/C=N/n2c(SC)nnc(C(C)(C)C)c2=O)cc1OC
→ -20	71*	1	6	-1	0	-0.97	0.3	4
COc1ccc(CCNC(=O)C2CCCN2C(=O)NC2CCCCC2)cc1OC (centres undefined)
→ 0	6	1	-2	21	-20	0.17	0.9	-8
CCCc1[nH][nH]c(=O)c1C(c1ccccc1)C(C#N)C#N (centres undefined)
→ 17	58*	-5	18	13	-13	-0.22	0.4	-4

Additional entries
Below each SMILES – S1P2 antag	CYP2C19 inh	PostGolgi yeast	PostGolgi ctrl	sEH inh	sEH activator	hDAT+cocaine	CYP2C19 activ	S1P2 ag
O=S1(=O)N=C2CCCCCN2C(c2ccncc2)N1 (centres undefined)
→ 18	-4	-7	10	3	-6	-0.97	1	-5
Cc1nn(-c2ccccc2)c(Cl)c1/C=C(\CC(=O)O)c1nc2ccccc2s1
→ 1	19	11	2	-12	11	1.7	0.8	-9
Cc1nc2sc(C(c3ccccc3)N3CC(C)OC(C)C3)c(O)n2n1 (centres undefined)
→ -7	19	-2	4	5	-2	0.17	0.8	-3
C/C(=C\C(=O)C(F)(F)F)Nc1cc(C)cc(C)c1
→ -14	-1	-43	9	36	-35	-0.53	1	-7
Cc1ccc(C)c(N2CCN(C(=O)c3ccc4nc(-c5ccco5)c(-c5ccco5)nc4c3)CC2)c1
→ 9	39	0	22	12	-9	0.34	0.6	-5
CC12C=CC3(CN(Cc4ccccc4)C(=O)C3C1C(=O)NCc1ccco1)O2 (centres undefined)
→ 1	-2	1	-7	-1	-1	-0.83	1	-5
COC(=O)C1=C(C)Nc2nnnn2C1c1ccccc1Cl (centres undefined)
→ -3	.	.	.	-8	12	-0.037	.	-1
Cc1ccccc1C1NS(=O)(=O)N=C1N (centres undefined)
→ 7	1	-3	10	7	-7	-0.91	1	-7
CCn1c(SCC(=O)Nc2cc(C)on2)nc2c1c(=O)n(C)c(=O)n2C
→ 7	6	0	13	-16	16	-0.29	0.9	-2
COCCNC(=O)CN(C(=O)CCC(=O)Nc1cc(C)on1)c1ccccc1C
→ -13	10	3	4	-6	4	0.18	0.9	-2

Two entries from above, as labelled records.
Cc1ccccc1C1NS(=O)(=O)N=C1N (centres undefined)
  S1P2 antag = 7 | CYP2C19 inh = 1 | PostGolgi yeast = -3 | PostGolgi ctrl = 10 | sEH inh = 7 | sEH activator = -7 | hDAT+cocaine = -0.91 | CYP2C19 activ = 1 | S1P2 ag = -7

COCCNC(=O)CN(C(=O)CCC(=O)Nc1cc(C)on1)c1ccccc1C
  S1P2 antag = -13 | CYP2C19 inh = 10 | PostGolgi yeast = 3 | PostGolgi ctrl = 4 | sEH inh = -6 | sEH activator = 4 | hDAT+cocaine = 0.18 | CYP2C19 activ = 0.9 | S1P2 ag = -2

Going on with the list.
Below each SMILES – S1P2 antag	CYP2C19 inh	PostGolgi yeast	PostGolgi ctrl	sEH inh	sEH activator	hDAT+cocaine	CYP2C19 activ	S1P2 ag
CSc1ccc(CCNC(=O)C2CCN(c3nnc(-n4cccc4)s3)CC2)cc1
→ 3	29	8	-8	20	-19	-0.31	0.7	-4
CCOCc1cnc(C)nc1NCC(=O)c1c(C)[nH]c2cc(C)ccc12
→ 10	-4	-5	7	-5	2	-0.53	1	-6
O=C(CCC1COc2ccccc2O1)NCc1ccco1 (centres undefined)
→ -14	17	-6	8	13	-10	0.12	0.8	2
Cc1nn(-c2ccccc2)c(C)c1C(=O)OCC(=O)Nc1ccc2c(c1)OCO2
→ -2	95*	-6	1	.	.	0.23	0	-9
COc1ccc(OC)c(C2=Nn3c(nnc3C3CCCCC3)SC2)c1
→ -35	94*	24	26	1	1	0.11	0.1	2
O=S(=O)(c1ccc2ccccc2c1)N1CCN(C2CCN(Cc3ccccc3)CC2)CC1
→ 18	0	-3	12	9	-8	0.53	1	-5
CCCCCCc1c(O)c2ccccc2[nH]c1=O
→ -4	-2	10	-1	-2	0	-0.62	1	-4
COc1ccc(C(c2nnnn2Cc2ccccc2)N2CCN(c3nc4ccccc4s3)CC2)cc1 (centres undefined)
→ .	54*	10	23	.	.	-0.49	0.5	.
COc1cccc(-n2c(C)nn(C)c2=O)c1
→ 17	15	-16	9	.	.	1.1	0.8	-7
O=C(Nc1ccc(N2CCOCC2)c(Cl)c1)c1ccc(F)cc1
→ -3	.	.	.	37	-37	-0.24	.	-3

Continued.
Below each SMILES – S1P2 antag	CYP2C19 inh	PostGolgi yeast	PostGolgi ctrl	sEH inh	sEH activator	hDAT+cocaine	CYP2C19 activ	S1P2 ag
Clc1ccc(CSc2nnc(Cn3cnc4ccccc43)o2)cc1
→ 2	45	10	27	9	-4	-0.019	0.5	-3
CCCS(=O)(=O)N1CCC(C(=O)NCCCOC(C)C)CC1
→ 12	1	-2	2	.	.	-0.72	1	-8
CCOc1ccccc1C1C(C(=O)OC)=CN(C)C=C1C(=O)OC
→ -5	34	-2	12	6	-7	0.061	0.7	25*
Cc1ccc(CCN2CC(C(=O)N3CCN(c4ccc(F)cc4)CC3)CC2=O)cc1 (centres undefined)
→ 10	-2	-16	16	5	-2	0.73	1	-10
O=C(Nc1ccccc1)C(Cc1ccccc1)NC(=O)C12CC3CC(CC(C3)C1)C2 (centres undefined)
→ 12	20	-2	-8	-1	2	-0.14	0.8	-5
CCOC(=O)c1ccc(S(=O)(=O)N2CCN(S(=O)(=O)CC)CC2)cc1
→ 9	26	9	-5	-19	16	-0.37	0.7	-9
COc1ccccc1Nc1ncc(C(C)=O)c(C)n1
→ 8	1	4	2	-9	9	-0.61	1	-1
COc1ccc(OC)c(CNC(=O)C2CCCN(c3nc4ccccc4o3)C2)c1 (centres undefined)
→ -7	17	6	12	.	.	0.09	0.8	-1
COc1ccc2c(c1)C(C)=CC(C)(C)N2C(=O)CNCc1ccc2c(c1)OCO2
→ 14	85*	-2	27	-5	4	-0.27	0.2	-3
O=C(C1CCCN(S(=O)(=O)c2ccc(F)cc2)C1)N(Cc1cccs1)C1CC1 (centres undefined)
→ .	95*	-2	17	.	.	0.27	0.1	.
